Compound activity deposited in PubChem BioAssay by several laboratories.
Efflux pump inh: inhibitors of Candida efflux pumps in yeast, primary screen, S. cerevisiae, Nile Red, multiplex | S. cerevisiae Candida pump triplex | inhibition, % at 10 µM | 330,000 tested, 0.44% active | AID 485275, 2010;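 active = plate passing quality check with inhibition over a set limit, or well fluorescence over plate mean plus 4 SD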;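 also: Nile Red retained in pooled yeast measured as flow cytometry median fluorescence; 0% = buffer negative control and 100% = Enniatin B positive control; higher means more Nile Red kept so more efflux inhibition; some compounds called inactive have numbers as strong as hits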
procasp7 counter: procaspase-7 activators, primary screen, counter-screen for procaspase-3 activator project, biochemical, absorbance, HTS, human. recombinant procaspase-7, Ac-DEVD-pNA absorbance 405 nm; D23A/D198A/D206A triple mutant, cannot self-cleave; scale: DMSO 0, 5 µM enzyme 100. activation, % at 8.5 µM. 330,000 tested, 0.093% active;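 active = percent activation above the screen-wide mean plus 3 SD, cut at about 25% in these data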
Target sequence (P55210 whole entry D23A/D198A/D206A): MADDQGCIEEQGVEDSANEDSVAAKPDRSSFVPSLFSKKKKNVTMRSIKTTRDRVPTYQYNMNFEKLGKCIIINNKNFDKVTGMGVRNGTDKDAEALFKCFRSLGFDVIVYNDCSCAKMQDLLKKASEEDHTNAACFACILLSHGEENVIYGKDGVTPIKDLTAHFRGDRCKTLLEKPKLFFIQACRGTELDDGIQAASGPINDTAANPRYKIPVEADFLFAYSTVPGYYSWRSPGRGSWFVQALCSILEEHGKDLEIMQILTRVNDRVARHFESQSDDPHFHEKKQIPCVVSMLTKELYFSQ
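Replicates: singlicate. Assay system: Procaspase-7 triple mutant (PC-7 D3A). Signal: 405 nm absorbance of p-nitroaniline. Times: 1 h preincubation, 2 h reaction. Buffer or medium: Zinc-free HEPES pH 7.4 with 300 mM NaCl, 0.01% Triton X-100. Also added: DEVD-pNA substrate. Benchmarks: DMSO wells as 0%, DMSO with 5 µM added PC-7 as 100%.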
procasp3 activ: activators of human procaspase-3 D3A mutant, primary screen, biochemical, absorbance, PC-3 D3A mutant, single concentration; 330,000 tested, 0.11% active; AID 463141, 2010; activation, % at 8.5 µM; recombinant procaspase-3 D3A, Ac-DEVD-pNA absorbance 405 nm;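 active = activation above the mean of all tested compounds plus 3 SD, cut at about 21% in these data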;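 also: 0% = DMSO alone and 100% = DMSO wells spiked with extra 5 µM PC-3 D3A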
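Test system: Procaspase-3 D3A mutant, all three cleavage aspartates alanine | Dosing: Single dose, 8.5 µM nominal compound, 0.8% DMSO | Schedule: 1 h preincubation, 2 h reaction | Technique: 405 nm absorbance of p-nitroaniline, reads at 0 and 120 min | Repeats: One well per compound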
PP1 inh: PP1-alpha phosphatase inhibitors, primary screen, counter-screen for PP5 inhibitor project, biochemical, fluorescence, OMFP substrate, single point; purified PP1alpha; AID 2235, 2010; inhibition, % at 6.7 µM; Serine/threonine-protein phosphatase PP1-alpha catalytic subunit (Homo sapiens), P62136; 320,000 tested, 0.9% active;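 active = inhibition above the mean inhibition of all tested compounds plus 3 SD, computed separately for each screening campaign, cut at about 15% in these data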
Target sequence (P62136 whole entry, looked up): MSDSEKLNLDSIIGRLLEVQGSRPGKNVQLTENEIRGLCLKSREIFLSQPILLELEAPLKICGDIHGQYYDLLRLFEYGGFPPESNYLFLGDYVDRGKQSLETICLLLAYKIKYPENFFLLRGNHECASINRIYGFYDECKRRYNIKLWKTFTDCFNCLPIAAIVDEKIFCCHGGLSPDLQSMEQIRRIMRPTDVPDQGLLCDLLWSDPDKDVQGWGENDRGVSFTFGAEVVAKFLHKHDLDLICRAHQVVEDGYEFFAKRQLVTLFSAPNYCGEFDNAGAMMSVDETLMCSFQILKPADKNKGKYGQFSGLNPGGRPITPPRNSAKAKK
Fh CTSL1 inh: Fasciola hepatica cathepsin L1 inhibitors, primary screen, counter-screen for PFM18AAP inhibitor project, biochemical, QFRET, fluorogenic peptide substrate. recombinant F. hepatica cathepsin L1, Z-Leu-Arg-MCA fluorescence. inhibition, % at 5.96 µM. 300,000 tested, 0.49% active;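 active = inhibition above the mean of all tested compounds plus 3 SD, set per screening campaign, cut at about 17% in these data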;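 also: 0% = plate median of test compound wells and 100% = 1 µM Z-Phe-Ala-diazomethylketone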
JMJD2C inh: inhibitors of GASC-1 histone demethylase, primary screen, biochemical, fluorescence, DELFIA europium; inhibition, % at 2.35 µM; 330,000 tested, 0.069% active; GST-JMJD2C(1-420) H3K9me3 demethylation; AID 2099, 2009; Lysine-specific demethylase 4C (Homo sapiens), Q9H3R0;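 active = more than half of a compound's replicate wells show inhibition beyond 50%, single wells judged on their own value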;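 also: signal counts dimethyl H3K9 product captured on neutravidin plate; 0% = median of DMSO wells and 100% = 0.3 times that DMSO median; strong numbers were not always called active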
Target sequence (Q9H3R0 1-420 limits assumed): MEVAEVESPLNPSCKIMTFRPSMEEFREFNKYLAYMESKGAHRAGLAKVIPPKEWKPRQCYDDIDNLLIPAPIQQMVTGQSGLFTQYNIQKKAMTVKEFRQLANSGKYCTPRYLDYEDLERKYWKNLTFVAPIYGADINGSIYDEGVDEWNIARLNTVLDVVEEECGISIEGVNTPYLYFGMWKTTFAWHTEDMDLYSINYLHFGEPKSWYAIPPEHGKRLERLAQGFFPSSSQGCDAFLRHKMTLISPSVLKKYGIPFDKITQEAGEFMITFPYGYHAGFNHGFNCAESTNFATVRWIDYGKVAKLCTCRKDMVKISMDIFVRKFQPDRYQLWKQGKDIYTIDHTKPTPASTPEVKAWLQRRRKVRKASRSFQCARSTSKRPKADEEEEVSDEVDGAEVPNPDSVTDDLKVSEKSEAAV
TPT1 inhibitor: Candida albicans TPT1 enzyme inhibitors, primary screen, biochemical, fluorescence polarization. tRNA 2'-phosphotransferase TPT1 (Candida albicans SC5314). recombinant caTPT1, FP RNA substrate dephosphorylation. inhibition, % at 5 µM. 300,000 tested, 0.81% active;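 active = inhibition above the mean of all tested compounds plus 3 SD, set per screening campaign, cut at about 24% in these data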;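 also: plate controls were DMSO alone for no effect and ferristatin control at 100 nM for full effect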
PP5 inh: PP5 phosphatase inhibitors, primary screen, biochemical, fluorescence; Serine/threonine-protein phosphatase 5 (Homo sapiens), P53041; purified PP5c, OMFP substrate fluorescence; inhibition, % at 6.7 µM; 320,000 tested, 0.18% active;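 active = inhibition above the campaign's mean inhibition across all tested compounds plus 3 SD, cut at about 9.5% in these data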;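 also: 0% = DMSO only and 100% = 100 µM cantharidin control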
core dimer inh: inhibitors of HCV core protein dimerization, primary screen, biochemical, TR-FRET, high-throughput. 300,000 tested, 0.33% active. TR-FRET GST/Flag-core106 dimerization, 1536-well. inhibition, % at 5 µM;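 active = inhibition above the mean of all tested compounds plus 3 SD, set per screening campaign, cut at about 45% in these data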
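Material: Tagged HCV core106 pair (GST and Flag) | Amount: GST-core106 13.5 nM, Flag-core106 17 nM | Medium: KF-containing HEPES buffer, pH 7.45, DTT, CHAPS, BSA | Reagent: Eu donor and XL665 acceptor anti-tag antibodies | Schedule: 4 h at 22.5 °C | Technique: Time-resolved FRET, ex 340 nm, em 617 and 671 nm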
Active calls of the source: *; · = no result given.

structure	Efflux pump inh	procasp7 counter	procasp3 activ	PP1 inh	Fh CTSL1 inh	JMJD2C inh	TPT1 inhibitor	PP5 inh	core dimer inh
CC(C)(C)c1cc([N+](=O)[O-])cc(C(C)(C)C)c1O	-0.1	-5	-6	-1	1	1	1	3.6	1
CN1CCN(c2cc(N3CCNCC3)ccc2[N+](=O)[O-])CC1	-0.2	-17	-21	-5	13	5	-7	-3.6	-3
COc1cc2c(cc1O)C[C@H]1NCCc3cc4c(c-2c31)OCO4	0.0	-4	2	4	11	3	-1	3.1	26
O=C1CC(=O)N(c2ccccc2F)C(=O)N1	0.0	8	-4	1	1	4	9	1.1	-1
Cc1c(CC(=O)N2C[C@H]3C[C@@H](C2)c2cccc(=O)n2C3)c(=O)oc2cc(O)c(Cl)cc12	0.5	-3	4	-3	1	11	0	2.6	-1
COC(=O)C1=C(c2ccc3ccccc3c2)C[C@@H]2CC[C@H]1N2C(=O)NCCNC(C)=O	-0.1	10	14	-4	·	-3	·	-1.5	·
CC(=O)C1(c2ccccc2)CCNCC1	0.0	-2	17	1	-2	-9	-2	1.7	-4
CCC(C)n1c(O)c(C(c2ccccn2)c2c(O)n(C(C)CC)c(=S)[nH]c2=O)c(=O)[nH]c1=S (centres undefined)	0.0	-10	-10	-4	4	3	3	-1.5	2
CCOC(=O)CNC(=O)CNC(=O)C(Cc1ccc(N(CCCl)CCCl)cc1)NC(C)=O (centres undefined)	0.0	0	-8	0	7	-10	-5	0.4	2
O=c1[nH]c(=O)n(Cc2ccccc2Cl)c(O)c1C=Nc1ccc(F)cc1	0.1	-17	-10	-1	0	-3	3	3.4	9
O=c1[nH]c(=S)[nH]c(O)c1N=Nc1cc(S(=O)(=O)Nc2ccc(Cl)cc2)ccc1Cl	0.2	3	9	21*	·	-3	·	2.3	·
CCCNC(=O)c1c(N)n(Cc2ccc3c(c2)OCO3)c2nc3ccccc3nc12	0.2	0	1	-2	-1	-1	-1	5.1	0
S=P(NC1CCCCC1)(N1CC1)N1CC1	0.1	-23	-1	-1	-4	-21	-70	1.2	5
COC(=O)C1CN(C#N)N(c2ccc(Cl)cc2)C12c1ccccc1-c1ccccc12 (centres undefined)	0.1	-14	-4	10	1	9	3	1.9	-6
C[C@]12CC[C@H](O)CC1=C([N+](=O)[O-])CC1C2CC[C@@]2(C)C1CC[C@@H]2O (some centres undefined)	0.2	7	8	·	·	4	·	·	·
Cc1ccc(OP(=O)(Nc2cccc(C)c2)Oc2ccc(C)cc2)cc1	-0.1	6	-6	1	5	-9	-1	2.8	1
CC(=O)Nc1ccccc1C(=O)OCC(=O)c1cccc2ccccc12	0.1	-2	-1	1	1	0	1	3.1	0
OCC1(CO)COC(c2cccnc2)N1 (centres undefined)	-0.1	7	-2	-1	-5	2	-1	-1.1	-3
Cc1cc(C)[n+](CCCC[n+]2c(C)cc(C)cc2C)c(C)c1	-0.1	-10	-8	0	1	3	-5	1.8	4
COc1ccc(C2=NCc3nnc(C)n3-c3ccc(Cl)cc32)cc1Cl	0.3	1	-5	-4	0	5	4	4.2	-8
CC(=NCCN1CCOCC1)c1c(O)n(C2CCCCC2)c(=O)[nH]c1=O	0.3	-11	-2	0	-4	-3	-2	-1.4	2
COc1ccc2[nH]cc(CCNCc3cccnc3)c2c1	0.0	4	-6	-2	3	-5	0	-2.6	4
CCCC1(CCC)C(=O)NC(=Nc2ccc(C)cc2)NC1=O	0.0	2	0	1	1	-1	-6	0.8	-6
O=C1NC(=O)N(Cc2ccccc2)C(=O)/C1=C/c1cnn(-c2ccccc2)c1	-0.1	-17	-9	1	0	6	15	-1.5	33
COc1cccc(N2CCN(Cc3ccc(Cl)cc3)CC2)c1	0.0	1	12	2	0	-8	-4	-1.0	-2
CNC(=O)Oc1cccc(-c2cn3cc(Cl)ccc3n2)c1	-0.1	5	-4	0	2	17	-1	-1.2	-7
COc1ccc(Cn2c(O)c(/C=N/NC(=O)c3ccncc3)c(=O)[nH]c2=O)cc1	0.0	-7	-6	1	3	-27	5	2.5	-2
COc1cccc(OC)c1C1=NCC(=O)Nc2c1oc1ccc(Br)cc21	-0.1	-11	3	-1	-1	7	2	-0.9	3
COc1ccc(-c2[nH]ncc2CNC(C)Cc2cccc(C)n2)cc1F (centres undefined)	-0.2	-8	4	-1	-2	-5	0	2.0	1
CC(C)Sc1nnc(OC(=O)N(C)C)n1-c1ccccc1	0.1	1	2	-10	0	-2	-1	2.4	-1

Additional structures.
structure	Efflux pump inh	procasp7 counter	procasp3 activ	PP1 inh	Fh CTSL1 inh	JMJD2C inh	TPT1 inhibitor	PP5 inh	core dimer inh
CCCCn1c(=O)c(C(=O)Nc2ccccc2N)c(O)c2ccccc21	0.1	-13	-7	-13	-4	-7	2	-2.5	-1
O=C(NCc1cccnc1)NC1CCCCC1	-0.9	3	3	-7	-3	-7	2	3.4	-12
CN1CCC(O)(c2cccs2)C(C(=O)c2cccs2)C1 (centres undefined)	-0.1	-5	9	-4	7	0	-2	-1.6	1
O=C(Nc1cccc(C(F)(F)F)c1)c1cccn(Cc2ccc3c(c2)OC(F)(F)O3)c1=O	0.0	-9	-2	3	0	5	-3	6.6	-3
Cc1sc2ncn(CC(=O)N3CCC4(CC3)OCCO4)c(=O)c2c1C	0.2	-2	-2	4	-3	-9	3	2.3	-4
CCCCC1(CN2CCCC2=O)C(=O)NC(=O)NC1=O	-0.1	2	-4	-6	-8	5	-1	-0.4	-3
O=c1[nH]c(=O)n(Cc2ccc(F)cc2)c(O)c1C=NCCCN1CCOCC1	0.1	0	7	-3	4	1	2	5.3	-3
c1ccc2sc(NC3=NCCN3)nc2c1	0.3	1	-3	-1	-2	-2	1	4.5	-6
COc1ccccc1-n1c(CNCC2CCCO2)nc2ccccc2c1=O (centres undefined)	-0.2	10	4	3	-2	87	0	-0.3	0
O=C(Nc1ccc(Cl)cc1C(=O)c1ccccc1)c1ccco1	0.1	-6	0	3	5	1	-5	6.1	-5
Cc1nc2ccccc2c(=O)n1/N=C/c1cc(Br)cc(Br)c1O	-0.2	-4	-1	5	1	-16	21	3.0	-34
C/C(=N\N1CCCCCC1)c1c(O)n(-c2ccccc2C)c(=O)[nH]c1=O	0.1	0	13	-2	3	0	3	0.2	2
CCOC(=O)c1sc(N=Nc2c(O)[nH]c(=O)[nH]c2=O)c(C(=O)OCC)c1C	0.5	-5	4	2	-4	0	0	1.2	-7
c1ccc2c(NC3=NCCS3)cccc2c1	-0.3	5	8	0	-16	3	-2	-3.2	3
C[N+](C)(C)c1ccccc1	0.1	2	-1	-5	2	-8	-1	-0.7	10
Cc1c(C(=O)O)cc(-c2ccccc2)n1Cc1ccccc1	-0.2	-10	4	0	0	6	2	1.3	5
CC(=NCc1cccnc1)c1c(O)n(-c2ccc(C)cc2)c(=O)[nH]c1=O	0.0	-10	0	-2	-4	-2	-5	-2.0	-5
Cc1nn(Cc2ccc(Cl)cc2Cl)c(Cl)c1C(=O)O	0.0	1	-7	-2	-3	-5	-4	-0.2	2
O=[N+]([O-])c1ccc(NC2CCCC2)c2ccncc12	0.4	-3	-1	7	0	-22	3	1.0	-15
CCOC(=O)C(O)(c1ccc(N(C)C(=O)COc2ccccc2)cc1)C(F)(F)F (centres undefined)	0.0	10	3	-4	2	-15	-3	1.4	6
N#Cc1ccc(NC(=O)CCNC(=O)c2ccco2)cc1Cl	-0.3	3	5	1	0	5	-1	-1.0	10
COC(=O)C1=C(c2ccc(S(C)(=O)=O)cc2)C[C@@H]2CC[C@H]1N2C(=O)NCCS(C)=O (some centres undefined)	0.1	3	14	2	-2	7	1	3.8	-4
CCOc1ccccc1-n1c(O)c(C=NCCCn2ccnc2)c(=O)[nH]c1=O	0.0	10	5	-7	-5	-10	-3	-0.3	1
COC1=C(C)C(=O)O[C@]12C(=O)C(C)=C1CCCCN3[C@H]([C@@H]4C[C@H](C)C(=O)O4)CC[C@]132	-0.3	8	1	-4	·	-7	·	-1.0	·
Fc1ccc(C(OCCN2CCCC2)c2ccc(Br)cc2)cc1 (centres undefined)	0.0	-8	-2	2	-3	3	-4	1.3	-7

An excerpt from above in order of number of heavy atoms, lowest first:
structure	Efflux pump inh	procasp7 counter	procasp3 activ	PP1 inh	Fh CTSL1 inh	JMJD2C inh	TPT1 inhibitor	PP5 inh	core dimer inh
C[N+](C)(C)c1ccccc1	0.1	2	-1	-5	2	-8	-1	-0.7	10
c1ccc2sc(NC3=NCCN3)nc2c1	0.3	1	-3	-1	-2	-2	1	4.5	-6
Cc1nn(Cc2ccc(Cl)cc2Cl)c(Cl)c1C(=O)O	0.0	1	-7	-2	-3	-5	-4	-0.2	2
CN1CCC(O)(c2cccs2)C(C(=O)c2cccs2)C1 (centres undefined)	-0.1	-5	9	-4	7	0	-2	-1.6	1
N#Cc1ccc(NC(=O)CCNC(=O)c2ccco2)cc1Cl	-0.3	3	5	1	0	5	-1	-1.0	10
Cc1sc2ncn(CC(=O)N3CCC4(CC3)OCCO4)c(=O)c2c1C	0.2	-2	-2	4	-3	-9	3	2.3	-4
CC(=NCc1cccnc1)c1c(O)n(-c2ccc(C)cc2)c(=O)[nH]c1=O	0.0	-10	0	-2	-4	-2	-5	-2.0	-5
O=c1[nH]c(=O)n(Cc2ccc(F)cc2)c(O)c1C=NCCCN1CCOCC1	0.1	0	7	-3	4	1	2	5.3	-3
CCOC(=O)C(O)(c1ccc(N(C)C(=O)COc2ccccc2)cc1)C(F)(F)F (centres undefined)	0.0	10	3	-4	2	-15	-3	1.4	6

A portion of the library. The share of hits here may be higher or lower than overall.
